Screens as filed in PubChem BioAssay.
USP2a inh – blocks human ubiquitin-specific protease USP2a. AID 463254. actives 0.01% (n = 330,000). Potency, µM (top dose mostly 38.3 µM), without a hit: at the top dose activity change, negative = inhibition, most hits filed as inhibitors. USP2 core, Ub-CHOP2 coupled fluorogenic reporter, 485/531. O75604;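 note: potency is the fitted concentration of half-maximal effect; plate controls were DMSO wells for no effect and full inhibition by NEM control for full effect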
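USP2 core (10nM final) preincubated 30min RT with compound in 20mM Tris-HCl pH 8.0, 2mM CaCl2, 2mM beta-mercaptoethanol, 0.05% CHAPS; 25nM Ub-CHOP2 plus 25nM reporter substrate added, fluorescence (Ex485/Em531) read after 60min.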
Eya2 inh – Eya2 (human) phosphatase inhibition; O00167; recombinant Eya2, OMFP fluorescence dephosphorylation (OMFP is methylfluorescein phosphate); Potency, µM (series often up to 76.9 µM), without a hit: top-dose activity, negative = inhibition, usual class: inhibitors; actives 0.006% (n = 330,000); AID 488837; note: potency is the fitted concentration of half-maximal effect; % is set by controls: 0 for no effect and ±100 for the full control effect
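Eya2 (0.2 uM) preincubated 10 min at ambient with compound, then OMFP substrate added at 50 uM; 10 min reaction in 50 mM HEPES pH 7.5, 50 mM NaCl, 5 uM MgCl2, 0.05% BSA, 1 mM DTT. Fluorescence read at Ex 485/Em 525 nm.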
Mito fusion yeast – mitochondrial division inhibition or fusion activation. S. cerevisiae fusion-defective mutant growth rescue, CellTiterGlo 48 h. actives 0.23% (n = 320,000). Potency, µM (series often up to 46.1 µM), without a hit: at the highest dose growth rescue (activation), actives largely listed as activators. AID 485298;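 note: potency is the fitted concentration of half-maximal effect; % of control where 0% means no effect; nearly all actives have a fitted effect of over 45% in size; temperature-sensitive fusion mutants such as fzo1-1 at 37 °C on non-fermentable ethanol glycerol medium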
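S. cerevisiae fusion-defective temperature-sensitive mutants (e.g. fzo1-1, mgm1-5) grown 48 h at 37C in YPEG (ethanol/glycerol non-fermentable) medium with 23 nl compound per well; growth rescue read as CellTiterGlo luminescence.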
B2AR arrestin – beta2AR (human) beta-arrestin recruitment activity; P07550; beta-arrestin recruitment to beta2AR, cell-based reporter; Potency, µM (top dose mostly 46.1 µM), inactives show at the top dose activation, usual class: activators; actives 0.02% (n = 330,000); AID 492947;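 note: potency is the fitted concentration of half-maximal effect; 0% = DMSO controls and full agonism = EC100 isoproterenol or metaproterenol; nearly all actives have a fitted effect of over 65% in size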
uPA generation – blocks generation of uPA at the cell surface. cell surface uPA generation assay, qHTS. actives 0.31% (n = 330,000). AID 540303. Potency, µM (highest dose often 38.3 µM), inactives show at the highest dose activity change, negative = inhibition, usual class: inhibitors; active = well fitted inhibition curve with a large enough effect; inconclusive = small, poorly fitted or top-dose-only effect; inactive = no such curve, though single readings can be large or run the other way; tested in mouse RAW 264.7 cells; note: potency is the fitted concentration of half-maximal effect; % is set by controls: 0 for no effect and ±100 for the full control effect; nearly all actives have a fitted effect of over 55% in size
PTAP TSG101 blk – blocks PTAP/TSG101 interaction to inhibit HIV-1 budding | Q99816 | Fluorescence polarization, FITC-PTAP peptide / Tsg101 binding | Potency, µM (highest dose often 115 µM), for the others: top-dose activity change, negative = inhibition, actives largely listed as inhibitors | 340,000 tested, under 10 active; active = well fitted inhibition curve with a large enough effect in the main read-out, with a control signal flat, not every such curve was filed as active; inconclusive = small, poorly fitted or top-dose-only effect, or effect the other way, or a change in a side signal; inactive = no such curve, though single readings can be large or run the other way; note: potency is the fitted concentration of half-maximal effect; % of control where 0% means no effect
Target sequence (Q99816 whole entry, looked up): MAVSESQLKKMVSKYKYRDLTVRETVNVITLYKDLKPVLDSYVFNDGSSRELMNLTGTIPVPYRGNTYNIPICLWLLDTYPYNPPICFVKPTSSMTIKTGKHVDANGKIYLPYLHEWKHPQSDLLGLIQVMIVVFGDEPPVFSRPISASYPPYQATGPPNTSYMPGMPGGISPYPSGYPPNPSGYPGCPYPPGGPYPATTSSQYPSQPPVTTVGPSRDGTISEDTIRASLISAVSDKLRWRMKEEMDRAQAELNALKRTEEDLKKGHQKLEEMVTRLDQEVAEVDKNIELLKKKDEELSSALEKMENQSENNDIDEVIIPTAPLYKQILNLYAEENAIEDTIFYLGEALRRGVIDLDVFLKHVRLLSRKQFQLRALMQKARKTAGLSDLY
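Fluorescence polarization binding of Tsg101 binding domain (10 uM final) to FITC-labeled PTAP peptide (50 nM final) in HEPES pH 7.5 buffer with NaCl, Tween 20, EDTA, TCEP. Compounds added before peptide; binding 20 min at RT.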
Tb PFK inh – T. brucei PFK enzyme inhibition; O15648; AID 485367; actives 0.17% (n = 330,000); T. brucei PFK, ADP-Glo luminescence; Potency, µM (doses to about 57.5 µM), without a hit: at the highest dose activity, negative = inhibition, hits mostly inhibitors;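 note: potency is the fitted concentration of half-maximal effect; 0% = uninhibited 1x PFK enzyme wells and -100% = no-enzyme wells; nearly all actives have a fitted effect of over 60% in size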
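In TEA buffer at pH 8.0 with 5 mM MgCl2, enzyme (1.25 nM) converted F6P (0.5 mM) and ATP (0.1 mM) for 45 min at room temperature. ADP product was read by luciferase luminescence.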
ELG1 repair inh – ELG1-dependent DNA repair inhibition. AID 504467. Potency, µM (series often up to 46.1 µM), for the others: at the highest dose activity change, negative = inhibition, hits mostly inhibitors. HEK293T ELG1-luciferase reporter, luminescence, 16 h; DNA damage induced by 5-fluorouridine. actives 2.3% (n = 330,000); note: potency is the fitted concentration of half-maximal effect; % is set by controls: 0 for no effect and ±100 for the full control effect; nearly all actives have a fitted effect of over 55% in size
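5-Fluorouridine DNA damage + compound/DMSO, 2,000 cells/well, 16 h, 37 °C/5% CO2. ONE-Glo, 30 min RT, luminescence. Readout = decrease in reporter signal.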
BCR signal inh – inhibitors of chronic active B-cell receptor signaling; Potency, µM (titrated, usually from 46.1 µM), for inactives: at the top dose ratio change, negative = lower green/red ratio, usual class: inhibitors; ABC-DLBCL IkBa-CBG/CBR reporter, luminescence ratio, 4 h; actives 0.05% (n = 340,000); active = well fitted inhibition curve with a large enough effect in the signal ratio, with a control signal flat, not every such curve was filed as active; inconclusive = small, poorly fitted or top-dose-only effect, or effect the other way, or a change in a side signal; the % refers to the signal ratio;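 note: potency is the fitted concentration of half-maximal effect; plate controls were basal doxycycline-induced cells for no effect and cells given 10 µM MG132 for full effect; MG132 reads +100%, hits lower the ratio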
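Concentration-response series (up to 46 uM) were applied to TMD8 dual-reporter cells for 4 h at 37C with doxycycline. Green/red ratio, after filter-overlap correction, defined %Activity; red signal alone was normalised to basal cells and zero luminescence.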
TCR act – T cell receptor activation; primary human leukocytes, anti-CD3, IL-2 HTRF, 48 h; Potency, µM (top dose mostly 9.22 µM), for the others: at the highest dose activation of IL-2 secretion, hits mostly activators; 330,000 tested, under 10 active; AID 504894; note: % of control where 0% means no effect
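Activity was scored as IL-2 release from primary human leukocytes given only a TCR signal (a-CD3 beads) plus compound for 48 hr. Detection used a two-antibody HTRF format read at 665nm.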
TSHR antag – blocks TSH signaling through the human TSH receptor; TSHR-expressing cells, TSH-stimulated cAMP HTRF, 2 h; stronger effect = lower value; actives 0.2% (n = 330,000); P16473; activity change, negative = inhibition, % at 11.5 µM;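 active = activity change below a set negative limit, meaning inhibition stronger than a set level, cut at about -70% in these data; inconclusive = activity change between two set negative limits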; note: % is set by controls: 0 for no effect and ±100 for the full control effect
Target sequence (P16473 whole entry, looked up): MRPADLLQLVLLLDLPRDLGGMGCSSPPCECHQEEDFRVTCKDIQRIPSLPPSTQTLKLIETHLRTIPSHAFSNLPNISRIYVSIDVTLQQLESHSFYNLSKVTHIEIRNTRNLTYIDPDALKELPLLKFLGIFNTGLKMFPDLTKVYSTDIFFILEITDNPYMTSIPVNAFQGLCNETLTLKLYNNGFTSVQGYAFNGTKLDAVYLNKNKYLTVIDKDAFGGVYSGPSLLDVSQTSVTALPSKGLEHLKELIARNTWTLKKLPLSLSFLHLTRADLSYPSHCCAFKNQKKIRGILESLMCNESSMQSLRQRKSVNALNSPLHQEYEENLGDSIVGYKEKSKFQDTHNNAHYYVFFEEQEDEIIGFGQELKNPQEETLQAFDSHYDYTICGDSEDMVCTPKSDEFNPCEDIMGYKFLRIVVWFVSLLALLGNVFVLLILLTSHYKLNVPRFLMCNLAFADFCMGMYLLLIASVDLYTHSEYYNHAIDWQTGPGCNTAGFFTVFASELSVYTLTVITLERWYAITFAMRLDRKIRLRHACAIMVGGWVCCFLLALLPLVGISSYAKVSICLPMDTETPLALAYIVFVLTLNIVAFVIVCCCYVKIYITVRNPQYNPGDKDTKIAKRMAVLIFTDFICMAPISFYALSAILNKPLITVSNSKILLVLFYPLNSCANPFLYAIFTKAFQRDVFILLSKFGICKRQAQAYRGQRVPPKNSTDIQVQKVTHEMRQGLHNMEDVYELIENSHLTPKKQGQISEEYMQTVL
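TSHR-expressing cells were treated with compounds, then stimulated with TSH at EC80 (4nM final) for 2 hours at 37 deg C. Cellular cAMP was measured by HTRF competition between lysate cAMP and cAMP-d2 for a cryptate-labelled anti-cAMP antibody.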
The depositor's hits bear a star; ? = inconclusive; nt = not tested or not shown; & = joins results of further samples; [ ] = remark or other dose. Unless noted, calls come from the whole dose curve; as a rule, active = well fitted curve in the direction sought with a large enough effect; inconclusive = small, poorly fitted or top-dose-only effect, or another doubt; inactive = no such curve, though single readings can be large; an effect the other way counts as inactive or inconclusive.

SMILES	USP2a inh	Eya2 inh	Mito fusion yeast	B2AR arrestin	uPA generation	PTAP TSG101 blk	Tb PFK inh	ELG1 repair inh	BCR signal inh	TCR act	TSHR antag
COc1ccc(OC)c(C2=NOC(C(=O)NCc3cccnc3)C2)c1 (stereo unspecified)	-1%	-1%	-8%	0.0%	-7%	-1%	0%	-15%	0%	5%	4
CC(=O)NCCCc1nc2ccccc2n1Cc1cc(C)ccc1C	10%	6%	4%	-0.3%	3%	1%	3%	-10%	1%	4%	-4
COc1ccccc1C1CC(c2cccs2)=NN1C(=O)CCC(=O)O (stereo unspecified)	-2%	4%	-1%	-0.2%	-5%	1%	0%	-2%	8%	-4%	-12
CCOCCCNC(=S)Nc1ccc(S(N)(=O)=O)cc1	2%	8%	4%	5.7%	16%	-1%	?	8%	0%	7%[46.1 µM]	26
O=C(CCC(=O)NNC(=O)Nc1cccc(Cl)c1)NCc1ccccc1	-1%	-2%	1%	0.1%	0%	27%	-6%	-2%	0%	nt	-5
CCCCNC(=O)c1cc(-c2ccc(OC)cc2)on1	1%	0%	-1%	-0.3%	nt	-11%	-5%	?	?	nt	-4
NS(=O)(=O)c1ccc(CCNC(=O)CNC(=O)Cc2cccc3ccccc23)cc1	6%	-3%	-4%	0.4%	-3%	1%	-3%	1%	0%	-5%	-2
COc1cc(O)c(C(C)=O)c(CC(=O)O)c1	-6%	5%	8%	-0.3%	5%	-8%	-3%	11%	1%	-5%	-1
COCCn1c(COc2cccc(OC)c2)nnc1SCC(=O)N1CCOCC1	-1%	-4%	0%	-0.3%	nt	1%	7%	7%	0%	1%	4
Cc1ccc(NC(=O)CNc2cc(S(=O)(=O)N3CCOCC3)ccc2NCC2CCCO2)cc1F (stereo unspecified)	3%	-17%	-1%	-0.3%	0%	0%	-2%	?	0%	-1%	-2
NS(=O)(=O)c1cccc(NC(=O)COC(=O)CCC2CCCC2)c1	2%	1%	nt	5.8%	2%	-2%	-8%	12%	1%	6%	-15
O=C1CCCN1CC(CN1CCOCC1)Sc1nnnn1-c1ccccc1 (stereo unspecified)	-1%	27%	-1%	-1.0%	-2%&-2%	-4%&3%	1%	0%	-2%	2%&1%	-7
CCOc1ccccc1OCC(=O)Oc1ccc(C)c(C)c1	0%	9%	-4%	0.0%	-12%	1%	-2%	15%	5%	-4%	6
Cc1ccc(S(=O)(=O)O)c(C)c1N1CCCC1=O	-1%	-3%	0%	0.0%	-3%	-8%	-7%	9%	-2%	-1%	1
CCN(C(=O)COC(=O)/C=C/c1ccco1)c1c(N)n(Cc2ccccc2)c(=O)[nH]c1=O	-2%	-12%	-6%	0.0%	-18%	-5%	0%	-8%	1%	0%	5
COc1cccc(-c2nc(CS(=O)(=O)CC(=O)NCc3ccc(Cl)cc3)c(C)o2)c1	-1%	1%	0%	0.2%	2%	0%	0%	12%	0%	3%[46.1 µM]	-7
CCOC(=O)c1ccc(Cl)c(NC(=O)c2ccc(-c3ccccc3)cc2)c1	3%	3%	0%	-0.2%	3%	-10%	7%	8%	-13%	nt	15
Cc1ccc(N2CC(C(=O)Nc3nnc(SCCN4CCOCC4)s3)CC2=O)cc1 (stereo unspecified)	-1%	3%	0%	9.1%	6%	0%	-5%	-6%	-1%	0%	1
c1cncc(-c2nc(-c3ccc4c(c3)OCCO4)cs2)c1	4%	-14%	11%	-0.2%	?	-2%	3%	?	?	-4%	1
COC(=O)c1c(NC(=O)c2ccc(C)o2)sc2c1CCCCC2	1%	-2%	?	-0.2%	6%	2%	6%	?	8%	0%	13
CCN(CC)S(=O)(=O)c1ccc2[nH]cc(C(=O)NCCC3=CCCCC3)c(=O)c2c1	4%	-5%	7%	-0.6%	-13%	-3%	3%	13µM*	5%	-5%	-46
O=S(=O)(c1ccccc1)N1CCN(CC(O)COc2ccc3c(c2)CCC3)CC1 (stereo unspecified)	3%	-8%	4%	0.1%	-10%	-5%	4%	-30%	-20%	0%	-11
CCOC(=O)C1=CN(Cc2cccc(F)c2)S(=O)(=O)NC1CCc1ccccc1 (stereo unspecified)	-1%	-8%	nt	-0.7%	-13%	-3%	1%	?	-2%	-1%[46.1 µM]	0
Cn1cnc(S(=O)(=O)N2CCN(c3ccc(Cl)cc3)CC2)c1	2%	2%	5%	-0.1%	3%	1%	-3%	0%	-1%	-3%	16
O=S(=O)(c1cccc(-c2nn3c(-c4ccncc4)nnc3s2)c1)N1CCOCC1	1%	0%	0%	0.2%	nt	nt	1%	0%	?	nt	-4

Additional compounds:
SMILES	USP2a inh	Eya2 inh	Mito fusion yeast	B2AR arrestin	uPA generation	PTAP TSG101 blk	Tb PFK inh	ELG1 repair inh	BCR signal inh	TCR act	TSHR antag
O=P(COc1ccccc1)(c1ccccc1)c1ccccc1	0%	2%	4%	-0.5%	1%	2%	1%	0%	3%	3%	-6
CCN(C(=O)CSc1nnc(-c2ccccc2Cl)n1C1CCCC1)C1CCS(=O)(=O)C1 (stereo unspecified)	0%	27%	-1%	0.3%	-1%	-8%	3%	19%	4%	-3%	15
O=C(OCC(=O)N1CCN(C(=O)c2ccco2)CC1)c1cc(S(=O)(=O)Nc2ccc(Cl)cc2)ccc1O	-4%	-22%	-2%	0.1%	1%	-1%	2%	-10%	-1%	6%	-26
CCCC(=O)Oc1ccc2c(C)cc(=O)oc2c1	2%	5%	-1%	-0.6%	7%	-1%	-2%	10%	?	3%[46.1 µM]	3
O=C(CSc1nc(Nc2ccccc2)nc(N2CCOCC2)n1)Nc1ccc2c(c1)OCCO2	-10%	-2%	-8%	-0.5%	7%	-1%	-5%	?	?	3%	0
O=C(CSc1nnc(CNC(=O)c2cccs2)o1)Nc1cccc(C(F)(F)F)c1	0%	2%	2%	-1.1%	-1%	-4%	-8%	-3%	-11%	-43%	-29
FC(F)(F)c1ccc(CSc2ccccn2)cc1	-2%	22%	-5%	-0.7%	1%	-5%	1%	3%	14%	-2%	1
CCOC(=O)[C@H]1[C@H]2COc3ccc(OC)cc3[C@@H]2N2C(=O)c3ccc(C)cc3NC(=O)[C@@]12C	-5%	-2%	5%	0.3%	3%	-5%	-20%	7%	0%	-2%	11
NS(=O)(=O)c1ccc(CCNC(=O)c2ccc(Cl)cc2[N+](=O)[O-])cc1	-2%	4%	-1%	0.1%	5%	-2%	0%	5%	1%	-1%	11
CCNC(=S)N(CCc1c(C)[nH]c2ccc(C)cc12)Cc1ccco1	4%	-9%	14%	0.5%	10%	0%	0%	-20%	?	0%	1
CC1CCCCC1NC(=O)C(C)N1C(=O)c2ccccc2C1=O (stereo unspecified)	1%	10%	0%	0.1%	2%	2%	3%	9%	4%	1%	1
CO/N=C/NC(=O)Cc1cn(-c2ncc(C(F)(F)F)cc2Cl)c2ccccc12	-1%	-2%	25%	-1.8%	9%	-6%	-1%	-22%	?	0%	2
NS(=O)(=O)c1cccc(NC(=O)CCCC2CCCCC2)c1	0%	1%	-3%	0.0%	6%	0%	-2%	?	?	-7%	5
Cc1csc(NC(=O)C2CC(=O)N(Cc3ccco3)C2)n1 (stereo unspecified)	1%	-18%	4%	0.1%	5%	1%	-3%	15%	6%	-7%	-9
CC(C)CCn1c(N2CCN(Cc3ccccc3)CC2)nc2c1c(=O)[nH]c(=O)n2C	1%	-11%	12%	0.0%	nt	nt	28%	?	0%	nt	1
COc1cccc(C=NCC(C)N=Cc2cccc(OC)c2O)c1O (stereo unspecified)	-1%	4%	-7%	-0.9%	-4%	0%	0%	-14%	0%	5%[46.1 µM]	-2
CCC(=O)N1CCc2cc(Br)cc(S(=O)(=O)NCc3ccco3)c21	-2%	-7%	-3%	-0.2%	-6%	-4%	1%	2%	-4%	2%	9
COc1ccc(OCc2nnc(SCC(=O)NC3CC3)n2C)cc1	-1%	8%	2%	-1.1%	9%	-2%	5%	-1%	3%	2%	15
Cc1cccc(NCc2ccccc2)c1	1%	-9%	2%	-0.6%	5%	1%	1%	?	-5%	8%	-11
Cc1cccc(NC(=O)CN(C)C(=O)/C=C/c2ccccc2)c1C	2%	-9%	2%	-0.4%	-2%	-3%	5%	13%	-14%	3%	19
CCOc1ccccc1N1CCN(S(=O)(=O)c2ccc(F)c(F)c2)CC1	-2%	2%	6%	0.3%	10%	-13%	-2%	?	1%	0%	nt
